Screening data: PubChem BioAssay, several laboratories
IMP-1 inh: blocks Pseudomonas aeruginosa IMP-1 metallo-beta-lactamase; purified IMP-1, nitrocefin hydrolysis, epi-absorbance fluorescence; inhibition, % at 5.6 µM; 290,000 tested, 0.45% active; AID 1556;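 active = inhibition above the mean plus 3 SD of all compounds in the same screening run, cut at about 4.5% in these data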;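 note: 0% = IMP-1 with DMSO and 100% = DMSO wells lacking enzyme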
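System: Purified IMP-1 | Read-out basis: Percent enzyme inhibition | Controls: IMP-1 with DMSO as 0%, enzyme-free DMSO as 100% | Replicates: One well per compound | Doses: 5.6 µM nominal single concentration | Detection: Epi-absorbance fluorescence, 480 nm excitation, 530 nm emission | Incubation: 25 °C, 15 min preincubation, 25 min reaction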
GalR3 antag: blocks the human galanin receptor 3. O60755. HEK293 GalR3-CNG cAMP membrane potential fluorescence; galR3 body fused to GalR1 C-terminus. inhibition, % at 3 µM. 360,000 tested, 0.44% active. AID 651719;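 active = inhibition above the screen-wide average plus 3 SD, cut at about 13% in these data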;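 note: forskolin and galanin both at EC90 stimulate the cells; cAMP rise reported by CNG channel membrane potential dye signal; 0% = forskolin plus galanin with DMSO and 100% = forskolin alone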
Target sequence (O60755 1-299 limits assumed): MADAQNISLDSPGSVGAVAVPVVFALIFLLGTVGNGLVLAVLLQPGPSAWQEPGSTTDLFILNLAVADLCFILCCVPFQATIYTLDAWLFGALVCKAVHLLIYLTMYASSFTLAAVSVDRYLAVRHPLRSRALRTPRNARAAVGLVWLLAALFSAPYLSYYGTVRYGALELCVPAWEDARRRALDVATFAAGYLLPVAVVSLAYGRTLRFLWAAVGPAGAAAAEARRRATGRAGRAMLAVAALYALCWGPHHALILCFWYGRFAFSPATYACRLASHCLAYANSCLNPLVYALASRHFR
IDE cell activ: IDE (human) activation, cell-based | P14735 | HEK cells, FAbeta-B cleavage, fluorescence polarization; 0% vehicle, 100% cell-free pure enzyme wells | activation, % at 5.96 µM | 340,000 tested, 0.073% active | AID 493087;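 active = activation above the mean of all tested compounds plus 3 SD, set per screening campaign, cut at about 17% in these data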
VIM-2 inhibitor: blocks Pseudomonas aeruginosa VIM-2 metallo-beta-lactamase; purified VIM-2, nitrocefin hydrolysis, epi-absorbance fluorescence; inhibition, % at 5.6 µM; 290,000 tested, 0.89% active; AID 1527;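 active = inhibition above the mean of all tested compounds plus 3 SD, cutoff set per screening run, cut at about 7.5% in these data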;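 note: red hydrolysis product quenches plate fluorescence so inhibitors raise well fluorescence; 0% = enzyme with DMSO and 100% = DMSO without enzyme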
HCV NS3 hel inh: HCV NS3 helicase inhibition | NS3 helicase DNA unwinding, Cy5 molecular beacon fluorescence | 290,000 tested, 0.56% active | AID 1800 | inhibition, % at 10.9 µM;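 active = inhibition above the mean of all tested compounds plus 3 SD, set per campaign, cut at about 35% in these data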;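 note: 0% = DMSO wells and 100% = thioflavine S control wells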
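System: Hepatitis C virus NS3 helicase domain fragment enzyme | Reagent: Annealed dual-labelled DNA beacon duplex, ATP-started | Compound dosing: 10.9 µM single point, 0.8% DMSO | Incubation: 1 h reaction at 25 °C, ATP-initiated | Technique: Cy5 fluorescence | Evaluation: Percent inhibition from t60/t0 fluorescence ratio | Benchmarks: Low DMSO, high thioflavine S at 110 µM | Replication: Singlicate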
CRFR2-BP antag: CRF-BP/CRF-R2 complex antagonism | HEK293 CRF-R2/CRF-BP, CRF-induced calcium fluorescence | inhibition, % at 11.8 µM | 350,000 tested, 0.59% active;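 active = inhibition of the ligand-induced calcium signal above about 50% at the single tested concentration, limit read from the data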
p-CIP stab down: p/CIP protein destabilization; F442A p/CIP-EGFP cells, EGFP fluorescence, 16 h; decrease of EGFP signal, % at 10 µM; 290,000 tested, 0.01% active;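 active = EGFP signal decrease of at least 30% at 10 µM or well 3 SD below plate mean, unless failing retest; inactive = the rest, including hits failing retest or dose response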; note: some compounds called inactive have numbers as strong as hits; many of its hits are not listed in these tables
IDE cell inh: inhibits human insulin-degrading enzyme in HEK cells; FAbetaB cleavage, fluorescence polarization; P14735; inhibition, % at 5.59 µM; 320,000 tested, 0.41% active;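 active = percent inhibition above the average of all tested compounds plus 3 SD, set per screening campaign, cut at about 16% in these data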;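 note: IDE supplied by intact live HEK cells; FP after avidin binding of uncleaved biotin substrate so inhibition keeps polarization high; 0% = DMSO wells and 100% = 60 µM reference IDE inhibitor Ii1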
SUMO HTRF inh: inhibitors of human SUMOylation (UBC9); P63279; inhibition, % at 35 µM; 290,000 tested, 0.36% active; HTRF SUMOylation assay, SAE1/SAE2 + UBC9, in vitro; in the data active = inhibition above about 50%, passing the limit was not always enough; note: strong numbers were not always called active
Target sequence (P63279 whole entry, looked up): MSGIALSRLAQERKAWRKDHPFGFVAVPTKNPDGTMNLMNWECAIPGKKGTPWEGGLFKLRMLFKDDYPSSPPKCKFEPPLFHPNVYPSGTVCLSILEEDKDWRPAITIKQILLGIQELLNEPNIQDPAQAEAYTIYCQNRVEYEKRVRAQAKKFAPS
An asterisk follows results filed as active; / = no result given.

structure	IMP-1 inh	GalR3 antag	IDE cell activ	VIM-2 inhibitor	HCV NS3 hel inh	CRFR2-BP antag	p-CIP stab down	IDE cell inh	SUMO HTRF inh
COCCNC(=O)[C@@H]1CSC2c3ccc(OC)c(OC)c3C(=O)N21 (stereo not given in full)	-5.1	-6	1	-2.9	-3	-7	-1	3	0
CC1Cc2ccccc2N1C(=O)CSC1=NCCS1 (stereo not given)	-2.0	-1	0	-2.4	-5	-10	-4	7	23
O=C(N/C(=C/c1ccc(Br)cc1)C(=O)N1CCCC1)c1cccs1	0.8	0	4	-2.4	-10	8	-4	-2	17
COc1cc(C)ccc1OCCOc1c(C)cc(Cl)cc1Cl	-1.8	-5	3	-3.5	-2	11	-16	7	-4
O=c1c2ccccc2ncn1-c1cccc(Br)c1	-2.5	-11	8	-2.3	-7	-16	2	-4	20
CCN(CC(=O)Nc1c(F)cccc1F)C(=O)CCCc1nc2ccccc2c(=O)[nH]1	/	-2	7	/	/	-2	/	2	/
CCCC(NC(=O)COc1cc2c(c3oc(=O)c(C)c(C)c13)CCC(C)(C)O2)C(=O)O (stereo not given)	-1.9	-2	0	2.8	55*	15	-7	1	34
CCc1ccc2[nH]c(=O)c(CN(Cc3ccc(OC)cc3)Cc3nnnn3CCOC)cc2c1	-1.7	1	1	-3.4	-15	8	-5	/	-3
CC(C)Oc1ccc(NC(=O)C2CCCNC2=O)cc1 (stereo not given)	-2.5	-3	5	-1.5	5	6	-3	4	22
CCN(CC)CCNC(=O)CNC(=S)N(CCCN1CCOCC1)Cc1cccs1	-2.6	1	-3	-1.2	7	-2	3	6	-8
CCCOC(=O)C1=C(C)NC2=C(C(=O)C(C(=O)OC)C(C)C2)C1c1ccc(N(C)C)cc1 (stereo not given)	-0.8	1	6	-0.9	3	17	-6	7	-14
Cc1c(C(=O)N(C)Cc2ccccc2)oc2c(Cl)cccc12	-0.9	-7	-1	-0.8	-11	-5	-20	-5	6
CCCCN1C(=N)N([C@@H](CCC)CN2CCC[C@H]2CN2C(N)=NC[C@H]2CC(C)C)C[C@H]1Cc1ccccc1	/	-5	5	/	/	-14	/	1	/
COc1cccc(C2C(C#N)=C(N)Oc3cc(N)ccc32)c1OC (stereo not given)	0.3	-2	4	-1.5	35	18	-3	0	24
CCCCn1c(N)c(N(CCC(C)C)C(=O)Cc2ccc(S(=O)(=O)N3CCOCC3)s2)c(=O)[nH]c1=O	/	-4	-6	/	/	100*	/	3	/
Cc1cccc(C(=O)N2CCc3c([nH]c4ccccc34)C2CC(C)C)n1 (stereo not given)	1.0	-4	5	0.4	-15	-51	1	0	-2
O=C(NCCCN1CCCC1)c1cc(Sc2ccc(F)cc2)nc2ccccc12	-3.3	-3	3	-0.1	-25	-6	0	5	2
CCCCn1c(-c2ccsc2)nc2c1c(=O)[nH]c(=O)n2CCC	-1.4	-2	-2	-1.2	5	-10	-10	3	11
Cc1cccc(C)c1NC(=O)CSc1nc2ccccc2c(=O)[nH]1	-2.6	-3	0	-2.9	5	-5	-6	0	3
CCOC(=O)c1c(/N=C/C2C(=O)CCCC2=O)sc(C)c1C	-3.5	-1	2	-2.9	6	5	-5	2	15
COc1ccc(NC(=O)/C(=C/c2ccc3c(c2)OCO3)NC(C)=O)cc1	-2.3	3	2	-3.0	12	4	-3	8	-12
O=C(Nc1ccc2c(c1)OCO2)NC1(C(F)(F)F)Oc2ccccc2O1	-0.7	-5	4	-0.2	0	21	4	1	7
C[C@H]1CN([C@@H](C)CO)C(=O)c2cc(NC(=O)C3CCCCC3)ccc2O[C@H]1CN(C)S(=O)(=O)c1ccccc1	/	-3	-3	/	/	2	/	-2	/
COc1cc(C2SCC(=O)N2Cc2ccccc2)cc(OC)c1OC (stereo not given)	-1.4	4	-2	-0.7	-8	20	-10	-3	6
Fc1ccc(-c2cnc3n2CCCCC3)cc1	-1.6	4	8	-3.2	7	-18	-4	2	19
C[C@@H]1CN([C@@H](C)CO)C(=O)c2cccc(NC(=O)c3ccncc3)c2O[C@@H]1CN(C)Cc1ccc(-c2ccccc2)cc1	/	0	-6	/	/	-13	/	5	/
Cc1ccc(S(=O)(=O)N(Cc2ccccc2F)C(=O)N2CCN(C)CC2)cc1	/	-5	3	/	/	4	/	-3	/
Cc1ccc(-c2nc3ncccn3c2NC2CCCC2)o1	-2.0	-5	4	-3.0	2	1	-14	-1	8
Cc1nn(Cc2ccc(Cl)cc2)c2sc(C(=O)OCC(N)=O)cc12	-0.9	5	2	2.4	0	7	-6	0	6
CC1CN(CCCCOc2ccc(F)cc2)CC(C)O1 (stereo not given)	-2.3	-6	1	-1.9	-7	-10	-1	3	-17
NC(=O)C1CCN(c2nc(-c3ccccc3F)cs2)CC1	/	-5	-3	/	/	-4	/	8	/
CC(=O)c1ccc(NC(=O)C2CCCNC2=O)cc1 (stereo not given)	-2.8	-5	-2	-1.3	-4	-13	-23	8	0
Nc1ccc(N=Nc2ccc(N)cc2)cc1	-2.8	1	-2	-3.5	3	13	10	-2	-8
Cc1c(Cl)cccc1NC(=O)CSc1ncnc2c1cnn2CCc1ccccc1	-3.6	-1	0	-4.3	-6	-25	3	3	4
CCC(=O)NNC(=O)CCC(=O)Nc1ccc(C)cc1C	-0.8	-3	-1	-2.2	-1	21	9	1	6
O=C(COC(=O)C12CC3CC(CC(Br)(C3)C1)C2)Nc1ccc2[nH]c(=O)[nH]c2c1	/	1	-4	/	/	3	/	2	/
O=C(COC(=O)c1ccc(O)cc1O)NNC(=O)c1cccs1	/	-6	4	/	/	8	/	-9	/
COC(=O)c1ccc(NS(=O)(=O)c2ccc(OC)cc2)cc1	-7.0	-2	3	-3.1	5	-4	-4	6	-6
COc1ccc(NC(=S)N2CCC(C(=O)c3ccc(F)cc3)CC2)c(OC)c1	-3.5	-4	2	-3.2	-5	-3	-4	0	12
O=C(c1ccc(COc2ccccc2Cl)o1)N1N=C(C(F)F)CC1(O)C(F)F (stereo not given)	-3.5	-6	0	-3.1	-7	8	-4	7	-6
Clc1ccccc1SCc1nc2ccccc2[nH]1	-2.8	-5	4	-2.8	11	2	6	7	1
Cc1cc(NC(=O)COC(=O)c2cc(S(=O)(=O)N(C)c3ccccc3)ccc2Cl)no1	-4.6	7	7	-2.9	-17	0	3	5	-14
COc1ccc(C2CC(=O)Nc3cc(C)c(C)cc32)c(OC)c1OC (stereo not given)	-0.2	3	2	-0.8	0	-14	-12	0	7
N#C/C(=C\c1cccc(Oc2ccccc2)c1)C(=O)N1CCOCC1	-4.1	-4	2	-4.3	12	-33	-7	-4	9
CC(C)NC(=O)COC(=O)c1ccc(NS(=O)(=O)c2ccc3c(c2)OCCO3)cc1	-4.9	2	4	-4.0	-8	9	-2	2	3
Cc1cc(C)cc(NS(=O)(=O)c2coc(C(N)=O)c2)c1	-1.4	1	-1	-2.3	1	14	-16	-2	0
Nc1sccc1C(=O)c1ccc(Cl)cc1	-0.2	-1	-3	-1.0	0	-30	-1	/	7
Clc1ccc(Cl)c(OCCN2CCCC2)c1	-2.7	-3	-1	-2.0	2	15	-8	2	-5
Cc1ccc(NC(=O)c2ccc(CSc3nnnn3C)cc2)cc1	-2.1	-2	0	-6.4	0	1	-9	7	12
N#C/C(=C\c1cccs1)C(=O)Nc1ccccn1	-2.0	-3	10	-0.9	0	-2	-30	-2	13
COc1ccc(C(=O)Nc2nc(CC(=O)NCCc3ccccc3OC)cs2)cc1	/	-1	-1	/	/	8	/	-4	/
Nc1cc(C(=O)N2CCN(c3ccc([N+](=O)[O-])cc3)CC2)ccc1N1CC2CC(C1)c1cccc(=O)n1C2 (stereo not given)	-1.3	-2	-6	-1.0	-8	3	-15	-4	-1
CCOc1ccccc1N1CCN(C(=O)C(Sc2ccccc2)c2ccccc2)CC1 (stereo not given)	0.0	-3	2	-2.0	-10	10	-16	2	-21
Cc1cccc(CSCCNC(=S)Nc2ccccc2)c1	-3.1	-8	4	-4.5	-9	-17	5	3	-4
COc1cccc(C(=O)NCC(c2ccco2)N2CCc3ccccc3C2)c1 (stereo not given)	/	-5	3	/	/	-7	/	4	/
COc1cc(C(=O)Oc2cccc(C(=S)N3CCOCC3)c2)cc(OC)c1OC	-3.9	1	-1	0.0	-4	-8	4	4	-3

Sorted by length of the SMILES (falling): 6 of the compounds above
structure	IMP-1 inh	GalR3 antag	IDE cell activ	VIM-2 inhibitor	HCV NS3 hel inh	CRFR2-BP antag	p-CIP stab down	IDE cell inh	SUMO HTRF inh
Cc1cc(NC(=O)COC(=O)c2cc(S(=O)(=O)N(C)c3ccccc3)ccc2Cl)no1	-4.6	7	7	-2.9	-17	0	3	5	-14
COc1cc(C(=O)Oc2cccc(C(=S)N3CCOCC3)c2)cc(OC)c1OC	-3.9	1	-1	0.0	-4	-8	4	4	-3
COc1ccc(C(=O)Nc2nc(CC(=O)NCCc3ccccc3OC)cs2)cc1	/	-1	-1	/	/	8	/	-4	/
COc1cccc(C(=O)NCC(c2ccco2)N2CCc3ccccc3C2)c1 (stereo not given)	/	-5	3	/	/	-7	/	4	/
N#C/C(=C\c1cccc(Oc2ccccc2)c1)C(=O)N1CCOCC1	-4.1	-4	2	-4.3	12	-33	-7	-4	9
Cc1cc(C)cc(NS(=O)(=O)c2coc(C(N)=O)c2)c1	-1.4	1	-1	-2.3	1	14	-16	-2	0
